SMN2 splice enh – SMN2 splice variant enhancement; HEK293 SMN2-luciferase splicing reporter, luminescence, 30-36 h; Potency, µM (series often up to 46.1 µM), for inactives: top-dose activity change, positive = activation, actives largely listed as activators; 210,000 compounds, 2.8% hits; AID 1458; note: % of control where 0% means no effect; nearly all actives have a fitted effect of over 55% in size
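qHTS luciferase splicing reporter: luminescence rises when SMN2 exon 7 is included in transfected HEK293 cells. Compound exposure lasted 30-36 h at 37C, with 4.5 mM final sodium butyrate as control, followed by a ONE-Glo read.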
Luc counter – counter-screen: inhibitors of Kinase-Glo firefly luciferase. Q27757. Potency, µM (titrated, usually from 38.3 µM), without a hit: at the highest dose activity change, negative = inhibition, actives largely listed as inhibitors. AID 1379. Kinase-Glo luciferase, ATP luminescence, 8 min. 200,000 compounds, 0.28% hits; note: % is set by controls: 0 for no effect and ±100 for the full control effect; nearly all actives have a fitted effect of over 60% in size
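Light output from Kinase-Glo luciferase with luciferin and 10 uM ATP in 50 mM imidazole pH 7.2, KCl, MgCl2, Tween 20, BSA; compound pin-delivered, 8-min ambient incubation, then luminescence read.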
RGS12 GoLoco inh – blocks human Gai1 binding to RGS12 GoLoco peptide, red readout; Gai1:RGS12 GoLoco peptide FP, rhodamine, 10 min; AID 880; Potency, µM (highest dose often 61.6 µM), inactives show at the top dose activity, negative = inhibition, hits mostly inhibitors; P63096; 230,000 compounds, 0.44% hits; active = well fitted inhibition curve with a large enough effect, not every such curve was filed as active; inactive = no such curve, though single readings can be large or run the other way; note: % is set by controls: 0 for no effect and ±100 for the full control effect; nearly all actives have a fitted effect of over 30% in size; many of its hits are not listed in these tables
Target sequence (P63096 whole entry, looked up): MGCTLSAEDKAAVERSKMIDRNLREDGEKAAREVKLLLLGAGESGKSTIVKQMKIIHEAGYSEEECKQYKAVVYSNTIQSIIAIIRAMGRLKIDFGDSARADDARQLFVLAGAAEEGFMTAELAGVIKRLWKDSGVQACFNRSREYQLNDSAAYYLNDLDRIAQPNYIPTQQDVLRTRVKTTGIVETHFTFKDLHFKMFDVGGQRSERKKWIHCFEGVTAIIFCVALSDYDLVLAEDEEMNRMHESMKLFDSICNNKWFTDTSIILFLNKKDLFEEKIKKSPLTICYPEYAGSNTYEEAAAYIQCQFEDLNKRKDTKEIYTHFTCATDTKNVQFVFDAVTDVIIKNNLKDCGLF
RECQ1 inh – blocks DNA unwinding by human RECQ1; RECQ1 DNA unwinding, red fluorescence kinetic read; AID 2549; Potency, µM (doses to about 57.3 µM), without a hit: top-dose activity, negative = inhibition, actives largely listed as inhibitors; 240,000 compounds, 0.54% hits;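 note: plate controls were vehicle for no effect and no enzyme for full effect; nearly all actives have a fitted effect of over 30% in size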
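50 nM RECQ1T1 preincubated 15 min with compound in Tris pH 8.0 buffer with MgCl2, DTT, Tween-20 and 2.5 ug/ml poly(dI-dC); started with 200 nM TAMRA/BHQ-2 forked duplex and 2 mM ATP. Unwinding read as fluorescence (525/598 nm), two reads 2 h apart.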
JMJD2E inh – inhibitors of human JMJD2E histone demethylase. Potency, µM (doses to about 57.1 µM), for inactives: at the highest dose activity change, negative = inhibition, most hits filed as inhibitors. 230,000 compounds, 1.6% hits. JMJD2E catalytic domain, FDH-coupled NADH fluorescence (FDH is formaldehyde dehydrogenase). B2RXH2; active = well fitted inhibition curve with a large enough effect, not every such curve was filed as active; inconclusive = small, poorly fitted or top-dose-only effect, or another doubt; inactive = no such curve, though single readings can be large or run the other way;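 note: 0% = wells with enzyme and -100% = buffer wells without enzyme; nearly all actives have a fitted effect of over 50% in size; many of its hits are not listed in these tables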
Target sequence (B2RXH2 1-337 limits assumed): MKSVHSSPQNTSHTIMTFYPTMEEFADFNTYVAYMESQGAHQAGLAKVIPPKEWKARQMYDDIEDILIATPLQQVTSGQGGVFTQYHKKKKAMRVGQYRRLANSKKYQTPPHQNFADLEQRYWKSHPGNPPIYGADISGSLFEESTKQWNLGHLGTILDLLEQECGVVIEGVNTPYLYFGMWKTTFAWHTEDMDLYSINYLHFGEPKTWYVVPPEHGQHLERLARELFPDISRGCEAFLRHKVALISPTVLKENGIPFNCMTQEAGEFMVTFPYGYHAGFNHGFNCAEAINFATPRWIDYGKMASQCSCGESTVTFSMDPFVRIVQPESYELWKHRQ
NPSR antagonist – blocks cAMP signaling of the human neuropeptide S receptor | AID 1461 | 220,000 compounds, 1% hits | Q6W5P4 | CHO-NPSR cells, cAMP TR-FRET, antagonist mode | Potency, µM (series often up to 38.3 µM), inactives show at the top dose activity change, negative = inhibition, usual class: inhibitors; note: % is set by controls: 0 for no effect and ±100 for the full control effect; nearly all actives have a fitted effect of over 50% in size; many of its hits are not listed in these tables
Target sequence (Q6W5P4 whole entry, looked up): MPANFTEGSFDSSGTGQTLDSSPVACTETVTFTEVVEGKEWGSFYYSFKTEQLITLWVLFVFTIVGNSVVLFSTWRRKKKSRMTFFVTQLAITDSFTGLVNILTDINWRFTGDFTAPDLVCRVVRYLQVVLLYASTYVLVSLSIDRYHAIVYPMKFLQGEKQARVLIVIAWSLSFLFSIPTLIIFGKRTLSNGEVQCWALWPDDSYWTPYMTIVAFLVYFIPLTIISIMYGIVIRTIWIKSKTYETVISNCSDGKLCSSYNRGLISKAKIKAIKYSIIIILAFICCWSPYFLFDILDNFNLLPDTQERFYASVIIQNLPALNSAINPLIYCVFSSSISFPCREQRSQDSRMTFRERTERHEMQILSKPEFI
IMPase Li cell – membrane-permeable IMPase blocker, potentiated with lithium | 210,000 compounds, 0.35% hits | Potency, µM (titrated, usually from 59.4 µM), without a hit: at the top dose activity, negative = IMPase inhibition, usual class: inhibitors | CHO-M1 cells, IP1 TR-FRET (IP-One), carbachol + lithium;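 note: IP1 builds up when IMPase is blocked and the TR-FRET signal falls; plate controls were basal vehicle for no effect and high inhibitor control for full effect; nearly all actives have a fitted effect of over 50% in size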
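Lithium-sensitised IP1 accumulation assay; M1-expressing CHO cells treated 30 min at 37C with compound. Competitive antibody detection by time-resolved FRET followed a 10 min room-temperature lysis step.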
Epigenetic reg – derepresses silenced GFP reporter in murine cells | AID 1865 | Potency, µM (titrated, usually from 53.9 µM), inactives show top-dose GFP activation, hits mostly activators | murine LDR cells, GFP reporter derepression, 30 h | 280,000 compounds, 0.2% hits; note: % of control where 0% means no effect; nearly all actives have a fitted effect of over 60% in size
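In this reporter-derepression format, murine cells bearing a silenced integrated CMV-GFP locus incubate with test compound (30 h, 37 C), then are washed and imaged; fluorescent objects of 20–120 um count as induced cells.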
Active calls of the source: *; i = inactive; ? = inconclusive; . = not tested or not shown; & = joins results of further samples; [ ] = dose if it differs, or a comment. Unless noted, calls come from the whole dose curve; as a rule, active = well fitted curve in the direction sought with a large enough effect; inconclusive = small, poorly fitted or top-dose-only effect, or another doubt; inactive = no such curve, though single readings can be large; an effect the other way counts as inactive or inconclusive. Potency is the fitted concentration of half-maximal effect.

Second line of a record – JMJD2E inh	NPSR antagonist	Luc counter	SMN2 splice enh	IMPase Li cell	RGS12 GoLoco inh	Epigenetic reg	RECQ1 inh
CCC(=O)Oc1ccc(-c2nc(-c3cccnc3)no2)cc1
→ 1%	-18%[46.1 µM]	?	?	-9%[38.3 µM]	1%	0.9%	i
CC12CC3CC(C)(C1)CC(Nc1nc(N4CCOCC4)nc4ccccc14)(C3)C2
→ ?	?	.	.	.	-7%	-0.3%	-3%
CNC(=O)CSc1nccn1Cc1ccc(Cl)cc1
→ -2%	7%	5%	?	-1%	8%	3.4%	-7%
O=C(COC(=O)CCCNC(=O)c1ccc(Cl)cc1)Nc1ccc(Br)cc1
→ 3%	10%	0%	0%	-5%	5%	3.9%	-5%
CCCCNc1nc2ccccc2n1CC(=O)Nc1ccc2c(c1)OCCO2
→ 3%	-30%	.	.	.	0%	-1.3%	i
CCCCn1nnnc1SCC(=O)N1CCN(C(=O)c2ccco2)CC1
→ 12%	-7%[46.1 µM]	0%	7%	22%[38.3 µM]	8%	0.0%	0%
CC/C=C\C[C@H](O)/C=C/C=C\C/C=C\C/C=C\CCCC(=O)O
→ 1%	.	0%	-7%	7%	7%	-1.1%	1%
O=C(Nc1ccccc1)c1ccccc1C(=O)N1CCCCC1
→ 2%	6%	0%	-31%[inhibitor]	2%	-4%	-0.1%	i
CCOc1ccc(C2OC34CCCCC3C(C#N)(C#N)C2(C#N)C(=N)O4)cc1OC (stereo not given)
→ ?	-3%[46.1 µM]	-5%	0%	3%[38.3 µM]	1.4µM*	-0.1%	-11%
CC(=O)Nc1ccc(N2C(=O)CC(N3CCN(Cc4ccc5c(c4)OCO5)CC3)C2=O)cc1 (stereo not given)
→ 2%	-5%[46.1 µM]	-1%	4%	8%	0%	1.0%	-1%
COc1ccc(N=C2SCC(c3ccccc3)=NN2C)cc1
→ -6%	2%	.	.	.	-8%	0.5%	i
N#CCCn1cc(C(=O)O)c(-c2cc3ccccc3o2)n1
→ ?	14%	6%	0%	-2%	-13%	-0.9%	-1%
CC1=C(C#N)C2C(/C1=N/O)C2(C)C (stereo not given)
→ 3%	4%[46.1 µM]	1%	-76%[inhibitor]	11%[38.3 µM]	3%	0.7%	0%
CCCCCCn1c(=O)[nH]c2c(c1=O)CCC2
→ -2%	-5%	.	.	.	-9%	0.0%	0%
Cc1ccc(S(=O)(=O)N2CCC(=O)N([C@H](COCc3ccc(Cl)cc3)Cc3ccccc3)CC2)cc1
→ .	.	3%[39.9 µM]	.	4%	-11%	-2.7%[40.7 µM]	-14%

A few values from the entries so far.
RECQ1 inh result of `N#CCCn1cc(C(=O)O)c(-c2cc3ccccc3o2)n1` reads -1%
RECQ1 inh result of `CCOc1ccc(C2OC34CCCCC3C(C#N)(C#N)C2(C#N)C(=N)O4)cc1OC` (stereo not given) reads -11%

An excerpt of these results, field by field.
COc1ccc(N=C2SCC(c3ccccc3)=NN2C)cc1
  JMJD2E inh: -6% | NPSR antagonist: 2% | Luc counter: . | SMN2 splice enh: . | IMPase Li cell: . | RGS12 GoLoco inh: -8% | Epigenetic reg: 0.5% | RECQ1 inh: i
N#CCCn1cc(C(=O)O)c(-c2cc3ccccc3o2)n1
  JMJD2E inh: ? | NPSR antagonist: 14% | Luc counter: 6% | SMN2 splice enh: 0% | IMPase Li cell: -2% | RGS12 GoLoco inh: -13% | Epigenetic reg: -0.9% | RECQ1 inh: -1%
CC1=C(C#N)C2C(/C1=N/O)C2(C)C (stereo not given)
  JMJD2E inh: 3% | NPSR antagonist: 4%[46.1 µM] | Luc counter: 1% | SMN2 splice enh: -76%[inhibitor] | IMPase Li cell: 11%[38.3 µM] | RGS12 GoLoco inh: 3% | Epigenetic reg: 0.7% | RECQ1 inh: 0%
CCCCCCn1c(=O)[nH]c2c(c1=O)CCC2
  JMJD2E inh: -2% | NPSR antagonist: -5% | Luc counter: . | SMN2 splice enh: . | IMPase Li cell: . | RGS12 GoLoco inh: -9% | Epigenetic reg: 0.0% | RECQ1 inh: 0%

Remaining list, next part.
Second line of a record – JMJD2E inh	NPSR antagonist	Luc counter	SMN2 splice enh	IMPase Li cell	RGS12 GoLoco inh	Epigenetic reg	RECQ1 inh
COc1ccc(/C(N)=N/OC(=O)Cc2cccs2)cc1OC
→ 0%	18%	1%	23%	9%	4%	-1.0%	-11%
CCC12OC(=N)C(C#N)(C1C)C(C#N)(C#N)C(c1ccccc1)O2 (stereo not given)
→ ?	13%	0%	-9%	2%	-8%	0.0%	-3%
O=C(NCC#CCOCc1ccccc1)c1ccccc1
→ 3%	-5%	-3%	-25%	15%	5%	0.1%	i
C=CC(C)(O)CCC=C(C)C (stereo not given)
→ 5%	.	0%	0%	13%&2%	2%&3%	1.6%	-4%&0%
O=C(Nc1nnc(C2CC2)s1)c1ccc(S(=O)(=O)c2ccccc2)cc1
→ .	-7%[46.1 µM]	-1%	-14%	-14%[38.3 µM]	1%	-1.2%	i
Cc1ccc(C(=O)NCc2ccc(N3CCN(C(=O)OC(C)(C)C)CC3)cc2)cc1
→ -2%	-9%[46.1 µM]	1%	-33%[inhibitor]	-17%[38.3 µM]	3%	-0.8%	-17%
Cc1ccc(NC(=S)N(CCCN2CCOCC2)Cc2ccccn2)cc1Cl
→ -1%	-5%	1%	-11%	-3%	5%	-1.1%	i
O=c1c2ccccc2c(C=Nc2cccc(O)c2)c(O)n1-c1ccc2c(c1)OCO2
→ ?	-1%[46.1 µM]	4%	-19%	15%[38.3 µM]	9%	?	i
C=CCn1c(-c2oc3nc(-c4ccccc4)cc(-c4ccccc4)c3c2N)n[nH]c1=S
→ ?	-34%	-2%	-22%	-26%	4%	-7.3%	-3%
O=c1c([N+](=O)[O-])cc(C(F)(F)F)cn1Cc1cccc(Cl)c1
→ 0%	-13%[46.1 µM]	-1%	-17%	13%[38.3 µM]	0%	0.1%	i
COC1CCN(C(=O)c2ccc(OC3CCN(Cc4ccccn4)CC3)cc2)CC1
→ 0%	14%	6%	.	-2%	-8%	2.0%	14%
CCSC1=NSC2=NC(=O)/C(=C\c3coc4ccccc4c3=O)C(=N)N12
→ ?	-24%	-2%	-3%	0%	18%	1.5%	-5%
CN(CC(=O)Nc1cccc2ccccc12)C(=O)c1cccc(S(=O)(=O)N(C)C)c1
→ 7%	-7%	.	.	.	-2%	-1.8%	-5%
COC(=O)CCC(=O)NNC(=O)c1ccc([N+](=O)[O-])cc1
→ 6%	17%	-1%	-3%	-9%	2%	-0.7%	-10%
CCCCNC(=O)OCCNC(=O)Oc1cccc(C)c1
→ 8%	-8%[46.1 µM]	-5%	0%	-12%[38.3 µM]	10%	-0.2%	-6%

Next part
Second line of a record – JMJD2E inh	NPSR antagonist	Luc counter	SMN2 splice enh	IMPase Li cell	RGS12 GoLoco inh	Epigenetic reg	RECQ1 inh
O=C1CCCc2nc3c(cc21)C(O)Oc1ccccc1-3 (stereo not given)
→ ?	-5%	-1%	.	-8%	26%	-1.0%	2%
CCN(CCO)c1cc(Cl)nc(SC)n1
→ 9%	-9%[46.1 µM]	-1%	0%	-4%[38.3 µM]	3%	0.0%	i
CN1CCN(C(=O)CC2C(=O)NCCN2Cc2ccc(-c3ccccc3)cc2)CC1 (stereo not given)
→ -15%	-15%	.	.	1%	-2%	1.1%	i
Cc1c(Cl)cccc1NC(=S)NN
→ 1%	8%	-3%	-6%	-1%	13%	0.0%	i
COc1cccc(NC(=O)c2ccn(C)n2)c1
→ -1%	-10%[46.1 µM]	?	14µM*	-3%	10%	-1.0%	-8%
Cn1c(=O)[nH]c(=O)c2c1nc(Br)n2C/C=N/Nc1ccccc1
→ -4%	30%	3%	-52%[inhibitor]	-10%	-5%	4.6%	-18%
Cc1ccc(S(=O)(=O)/N=C(/Nc2c(C)n(C)n(-c3ccccc3)c2=O)c2ccc(Cl)cc2)cc1
→ 4%	-16%[46.1 µM]	-2%	2%	-7%[38.3 µM]	1%	-2.7%	-9%
O=C(/C=C\c1cn(-c2ccccc2)nc1-c1ccccc1)Nc1nccs1
→ ?	-59%	-1%	2%	7%	3%	1.5%	-3%
C/C(CC(=O)Nc1cccnc1)=N\NC(=O)c1ccc([N+](=O)[O-])c(Cl)c1
→ 4%	14%	4%	-8%	-3%	-11%	-2.0%	1%
O=C(Cn1ccc(=O)[nH]c1=O)Nc1ccc(C(=O)O)c(O)c1
→ ?	-14%	-2%[7.66 µM]	-3%[9.22 µM]	-2%	-1%[14.2 µM]	0.0%	1%
Cc1cccc(NC2=NC(C)(C)N=C(N)N2)c1C
→ 3%	14%[46.1 µM]	3%	0%	6%[38.3 µM]	2%	-3.5%	-9%
CCOC(=O)CCCCC(=O)c1[nH]c(=O)[nH]c1C[n+]1ccc(C)cc1
→ -5%	16%	.	.	10%	3%	11%	-1%
C/C(=N/Nc1cc(-c2ccccc2)nc(-c2ccccc2)n1)c1ccc(O)cc1
→ ?	-45%	-1%	.	7%	-2%	5.6%	-4%
COc1ccc(-c2nc3ncccn3c2Br)cc1
→ ?	8%	3%	.	11%	1%	2.5%	0%
O=C(O)c1ccc(/C=N\Nc2ccc(S(=O)(=O)N3CCOCC3)cc2[N+](=O)[O-])cc1
→ -7%	19%	.	.	.	5%	0.0%	-12%
COc1ccc(S(=O)(=O)Nc2ccc(C)cc2)cc1OC
→ 0%	-11%[46.1 µM]	1%	-17%	1%	-9%	0.0%	-5%
CSc1ncc2ncn(C3OC(CO)C(O)C3O)c2n1 (stereo not given)
→ ?	-8%	.	.	.	7%	1.1%	-7%
COc1cc(NC(=O)c2noc3c2CCCC3)c(OC)cc1Cl
→ -1%	10%[46.1 µM]	-4%	-11%	11%[38.3 µM]	-2%	-1.3%	1%

Screens as filed in PubChem BioAssay.

Some of the compounds tested; count on the stated rates, not on these rows.
